Source: PubChem BioAssay (National Center for Advancing Translational Sciences (NCATS))
GAA glycogen: inhibitors or activators of human alpha-glucosidase glycogen cleavage; P10253; recombinant GAA, glycogen substrate, Amplex Red glucose oxidase fluorescence; Potency, µM (top dose mostly 76.4 µM), inactives show top-dose activity change, negative = inhibition, most hits filed as inhibitors; 300,000 tested, 0.38% active; AID 2100;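 further: 0% = full enzyme reaction and -100% = no-enzyme basal signal; the screen sought inhibitors and activators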
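Natural-substrate format: glycogen cleavage by 4 nM human enzyme, glucose read by Amplex Red coupling (Ex 573, Em 610 nm). Normalized to enzyme and no-enzyme controls.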
GAA spleen mod: inhibits or activates alpha-glucosidase in human spleen homogenate; P10253; human spleen homogenate, 4-MU-alpha-glucoside fluorescence; Potency, µM (top dose mostly 79.9 µM), for inactives: at the highest dose activity change, negative = inhibition, usual class: inhibitors; 240,000 tested, 0.006% active;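 further: 0% = enzyme with vehicle and -100% = no enzyme basal signal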
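Human spleen homogenate (1 ug) with 4-methylumbelliferyl-alpha-D-glucopyranoside (1 mM final) in 50 mM citrate/phosphate pH 5.0, 0.01% Tween-20; 40 min at 37 C. Stopped at pH 10; 4-MU fluorescence Ex 365/Em 440 nm; AC50 by Hill fit.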
GAA inhib: inhibitors of human lysosomal alpha-glucosidase. P10253. purified human GAA, 4-MU-alpha-glucoside fluorescence. Potency, µM (doses to about 76.9 µM), for inactives: at the highest dose activity change, negative = inhibition, most hits filed as inhibitors. 200,000 tested, 0.005% active. AID 1466;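 further: plate controls were uninhibited enzyme wells for no effect and no-enzyme background for full effect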
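Read-out is 4-methylumbelliferone fluorescence (Ex 365/Em 440 nm) after NaOH/glycine stop at pH 10. Enzyme 4 nM, substrate 400 uM, pH 5.0 citrate buffer, 20 min room temperature; AC50 from Hill-equation concentration-response.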
TR SRC2 fluor cs: counter-screen for TRb-SRC2 inhibitors: fluorescence interference; TRb/SRC2 Texas Red total fluorescence interference; Potency, µM (doses to about 106 µM), for the others: top-dose fluorescence change, negative = quenching; 280,000 tested, 0.29% active; AID 1479; active means well fitted curve in either direction with a large enough effect; inconclusive means small, poorly fitted or top-dose-only effect
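Human TRb ligand-binding domain at 0.6 uM with 20 nM Texas Red SRC2 peptide in Tris buffer containing 1 uM T3 and 5% DMSO, incubated with compound 5 h at ambient temperature. Total fluorescence (555/632 nm) calculated as parallel + 2 × perpendicular.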
GoLoco inh red: inhibitors of human Gai1-RGS12 GoLoco interaction (red fluorophore) | P63096 | Gai1:RGS12 GoLoco peptide FP, rhodamine, 10 min | Potency, µM (series often up to 61.6 µM), for the others: at the highest dose activity, negative = inhibition, most hits filed as inhibitors | 230,000 tested, 0.44% active | AID 880; active means well fitted inhibition curve with a large enough effect, not every such curve was filed as active; inactive means no such curve, though single readings can be large or run the other way; further: nearly all actives have a fitted effect of over 30% in size; many of its hits are not listed in these tables
RECQ1 inh: RECQ1 (human) helicase inhibition; P46063; RECQ1 DNA unwinding, red fluorescence kinetic read; Potency, µM (top dose mostly 57.3 µM), without a hit: at the top dose activity, negative = inhibition, usual class: inhibitors; 240,000 tested, 0.54% active; AID 2549;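 further: plate controls were vehicle for no effect and no enzyme for full effect; nearly all actives have a fitted effect of over 30% in size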
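RECQ1T1 50 nM; forked duplex (20 bp + 30-nt ss tails) 200 nM, ATP 2 mM final; pH 8.0, 2 mM MgCl2, 2.5 ug/ml poly(dI-dC); 15 min compound preincubation; discontinuous kinetic read over 2 h at RT.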
TRb SRC2 PPI: inhibitors of human thyroid hormone receptor beta-SRC2 interaction. P10828. TRbeta-SRC2 peptide binding, fluorescence polarization; receptor liganded with 1 µM T3. Potency, µM (doses to about 106 µM), for the others: top-dose activity change, negative = inhibition, hits mostly inhibitors. 280,000 tested, 0.065% active. AID 1469;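 further: plate controls were bound peptide for no effect and peptide without receptor for full effect; nearly all actives have a fitted effect of over 50% in size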
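Polarization signal, normalized between peptide-alone and full complex controls, measured compound effects on T3-liganded human TRb LBD (0.6 uM) binding 20 nM Texas Red SRC2 peptide after 5 hr.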
L3MBTL1 inh: blocks human L3MBTL1; Q9Y468; AlphaScreen L3MBTL1–H3K9me1 peptide binding; Potency, µM (titrated, usually from 57.1 µM), without a hit: top-dose activity, negative = inhibition, usual class: inhibitors; 230,000 tested, 0.66% active; further: nearly all actives have a fitted effect of over 60% in size
Target sequence (Q9Y468 whole entry, looked up): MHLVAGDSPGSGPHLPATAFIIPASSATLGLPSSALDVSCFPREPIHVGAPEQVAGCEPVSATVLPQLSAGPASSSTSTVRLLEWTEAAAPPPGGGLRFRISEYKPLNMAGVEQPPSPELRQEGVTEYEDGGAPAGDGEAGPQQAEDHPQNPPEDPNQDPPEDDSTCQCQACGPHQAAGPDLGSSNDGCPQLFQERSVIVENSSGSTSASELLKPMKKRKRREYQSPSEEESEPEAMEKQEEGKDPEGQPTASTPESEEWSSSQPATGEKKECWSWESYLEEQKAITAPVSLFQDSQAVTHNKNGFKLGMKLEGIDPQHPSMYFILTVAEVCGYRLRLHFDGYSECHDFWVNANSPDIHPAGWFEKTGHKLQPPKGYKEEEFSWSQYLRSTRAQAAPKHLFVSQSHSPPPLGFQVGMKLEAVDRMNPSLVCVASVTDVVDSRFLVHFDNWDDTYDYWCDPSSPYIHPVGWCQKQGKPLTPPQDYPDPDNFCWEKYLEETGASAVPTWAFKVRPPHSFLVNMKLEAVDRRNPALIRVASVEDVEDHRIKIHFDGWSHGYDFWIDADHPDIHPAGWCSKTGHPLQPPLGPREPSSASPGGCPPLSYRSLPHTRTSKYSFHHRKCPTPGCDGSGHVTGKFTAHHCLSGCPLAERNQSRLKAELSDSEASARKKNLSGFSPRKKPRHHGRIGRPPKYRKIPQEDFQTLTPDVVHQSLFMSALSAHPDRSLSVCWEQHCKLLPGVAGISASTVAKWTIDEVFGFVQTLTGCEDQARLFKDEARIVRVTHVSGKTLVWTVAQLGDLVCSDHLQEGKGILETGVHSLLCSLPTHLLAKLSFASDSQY
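L3MBTL1 (50 nM) pre-complexed 30 min with biotinylated H3(1-15)K9me1 peptide (75 nM), then compounds added for 30 min at room temperature; AlphaScreen streptavidin donor/nickel chelate acceptor beads (10 ug/mL final) read after 30 min dark incubation.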
Active calls of the source: *; [ ] = dose if it differs, or a comment. Unless noted, the call rests on the fitted dose curve; in most records, active means well fitted curve in the direction sought with a large enough effect; inconclusive means small, poorly fitted or top-dose-only effect, or another doubt; inactive means no such curve, though single readings can be large; an effect the other way counts as inactive or inconclusive. Unless noted, on the % scale 0 is the no-effect control and ±100 the full control effect; potency means the concentration at half of the fitted maximal effect. These rows are one share of the data (hit frequency here may not be typical).

How did COc1cccc(NC(=O)CC2C(=O)NC3CCCCC3N2C(=O)c2ccc(F)cc2)c1 (stereo unspecified) do in these assays?
GAA glycogen: 5%; GAA spleen mod: 3%; GAA inhib: -10%; TR SRC2 fluor cs: -1%; GoLoco inh red: 0%; RECQ1 inh: -5%; TRb SRC2 PPI: -6%

Results for CCOC(=O)N/N=C/c1ccc(F)cc1F ?
GAA glycogen: 2%; GAA spleen mod: 10%; GAA inhib: 3%; TR SRC2 fluor cs: -5%; GoLoco inh red: 0%; RECQ1 inh: 0%; TRb SRC2 PPI: -1%; L3MBTL1 inh: -6%

What do the screens show for `Cc1[nH]nc2c1C(c1cc(Br)cs1)C(C#N)=C(N)O2` (stereo unspecified)?
GAA glycogen: -2%; GAA spleen mod: -6%; GAA inhib: 0%; TR SRC2 fluor cs: 0%; GoLoco inh red: 12%; RECQ1 inh: -1%; TRb SRC2 PPI: 6%; L3MBTL1 inh: -6%

What do the screens show for `Cc1cccc2cc(COC(=O)C(C)(C)C)c(=O)[nH]c12`?
GAA glycogen: 1%; GAA spleen mod: -18%; GAA inhib: 0%; TR SRC2 fluor cs: 2%; GoLoco inh red: 14%; RECQ1 inh: -3%; TRb SRC2 PPI: 5%; L3MBTL1 inh: -6%

Results for O=C(Nc1ccon1)c1sc2ccccc2c1Cl ?
GAA glycogen: 3%; GAA spleen mod: 6%; GAA inhib: 5%; TR SRC2 fluor cs: -5%; GoLoco inh red: 12%; RECQ1 inh: -1%; TRb SRC2 PPI: -3%; L3MBTL1 inh: 15%

Results for COc1ccccc1N1CCN(C(CNC(=O)c2ccc3c(c2)OCO3)c2cccnc2)CC1 (stereo unspecified) ?
GAA glycogen: -6%; GAA spleen mod: -14%; GAA inhib: -7%; TR SRC2 fluor cs: 0%; GoLoco inh red: 5%; RECQ1 inh: 0%; TRb SRC2 PPI: -11%; L3MBTL1 inh: -2%

Results for CC1Cc2ccccc2N1C(=O)CSc1nnc(-c2ccc(S(=O)(=O)N3CCCC3)cc2)n1C (stereo unspecified) ?
GAA glycogen: -3%; GAA spleen mod: -14%; GAA inhib: 7%; TR SRC2 fluor cs: -2%; GoLoco inh red: 7%; RECQ1 inh: 2%; TRb SRC2 PPI: -3%; L3MBTL1 inh: 0%

How did CCCOC(=O)C1C2C=C[C@]3(CN(CCc4ccccc4)C(=O)[C@H]13)O2 (stereo partly specified) do in these assays?
GAA glycogen: -2%; GAA spleen mod: -14%; GAA inhib: -2%; TR SRC2 fluor cs: 1%; GoLoco inh red: 7%; RECQ1 inh: inactive; TRb SRC2 PPI: -14%; L3MBTL1 inh: -1%

Results for COc1cccc(C(=O)O/N=C(\C)c2cnccn2)c1 ?
GAA glycogen: 7%; GAA spleen mod: -6%; GAA inhib: -4%; TR SRC2 fluor cs: -5%; GoLoco inh red: 2%; RECQ1 inh: -5%; TRb SRC2 PPI: 3%; L3MBTL1 inh: 0%

What do the screens show for `COc1ccc(OCC(=O)Nc2ccc3c(c2)nc2n3CCSC2)cc1`?
GAA glycogen: 0%; GAA spleen mod: 8%; GAA inhib: 0%; TR SRC2 fluor cs: -4%; GoLoco inh red: 1%; RECQ1 inh: -2%; TRb SRC2 PPI: 3%; L3MBTL1 inh: -3%

What do the screens show for `O=C1c2ccncc2C(=O)N1Cc1cccc(Cl)c1`?
GAA glycogen: 10%; GAA spleen mod: -1%; GAA inhib: 2%; TR SRC2 fluor cs: -1%; GoLoco inh red: 10%; RECQ1 inh: -6%; TRb SRC2 PPI: 5%; L3MBTL1 inh: 11%

Results for CCOc1ccc(NC(=S)NCCCn2ccnc2)cc1 ?
GAA glycogen: -7%; GAA spleen mod: -4%; GAA inhib: 0%; TR SRC2 fluor cs: -3%; GoLoco inh red: 4%; RECQ1 inh: 1%; TRb SRC2 PPI: 0%; L3MBTL1 inh: -1%

How did Nc1ncc(-n2cncn2)c(-c2ccccc2)n1 do in these assays?
GAA glycogen: -2%; GAA spleen mod: 4%; GAA inhib: -5%; TR SRC2 fluor cs: -4%; GoLoco inh red: -2%; RECQ1 inh: -14%; TRb SRC2 PPI: 1%; L3MBTL1 inh: -16%

What do the screens show for `O=C(O)CCN1C(=O)/C(=C\c2cccc(OCC(=O)Nc3ccc(Cl)cc3)c2)SC1=S`?
GAA glycogen: 2%; GAA spleen mod: -19%; TR SRC2 fluor cs: -4%; GoLoco inh red: 10%; RECQ1 inh: -8%; TRb SRC2 PPI: -6%; L3MBTL1 inh: -26%

What do the screens show for `CC(C)OC(=O)c1nnn(-c2nonc2N)c1CN1CCc2ccccc2C1`?
GAA glycogen: 5%; GAA spleen mod: -10%; GAA inhib: -4%; TR SRC2 fluor cs: -3%; GoLoco inh red: 12%; RECQ1 inh: -8%; TRb SRC2 PPI: 5%; L3MBTL1 inh: -4%

What do the screens show for `NS(=O)(=O)c1ccc(-n2cccc2C=O)cc1`?
GAA glycogen: 1%; GAA spleen mod: 2%; GAA inhib: 4%; TR SRC2 fluor cs: -4%; GoLoco inh red: -3%; RECQ1 inh: inactive; TRb SRC2 PPI: 0%; L3MBTL1 inh: 3%

What do the screens show for `O=C(O)/C=C\c1ccccc1Oc1cccc(Cl)c1`?
GAA glycogen: 9%; GAA spleen mod: -8%; GAA inhib: -1%; TR SRC2 fluor cs: -2%; GoLoco inh red: 8%; RECQ1 inh: -9%; TRb SRC2 PPI: 0%; L3MBTL1 inh: 0%

What do the screens show for `CN(Cc1ccccn1)C(=O)CC1C(=O)NCCN1Cc1cccc(Oc2ccccc2)c1` (stereo unspecified)?
GAA glycogen: -4%; GAA spleen mod: -12%; GAA inhib: 16%; TR SRC2 fluor cs: 0%[53 µM]; GoLoco inh red: 4%; RECQ1 inh: -9%; TRb SRC2 PPI: -3%[53 µM]; L3MBTL1 inh: -9%

What do the screens show for `COc1cccc(NC(=O)CSCC(=O)Nc2ccccc2)c1`?
GAA glycogen: 3%; GAA spleen mod: 2%; GAA inhib: -8%; TR SRC2 fluor cs: -5%; GoLoco inh red: 2%; RECQ1 inh: 8%; TRb SRC2 PPI: -1%

How did CCCn1nc(NC(=O)c2ccco2)c2cc3ccc(C)cc3nc21 do in these assays?
GAA glycogen: 0%; GAA spleen mod: -6%; GAA inhib: 5%; TR SRC2 fluor cs: -3%; GoLoco inh red: 2%; RECQ1 inh: -3%; TRb SRC2 PPI: -4%

How did Cc1nn(C(C)C(=O)NC2C(=O)N3C(C(=O)O)=C(CSc4nnnn4C)CSC23)cc1Cl (stereo unspecified) do in these assays?
GAA glycogen: 3%; GAA spleen mod: -3%; GAA inhib: -2%; TR SRC2 fluor cs: 3%; GoLoco inh red: -4%; RECQ1 inh: -5%; TRb SRC2 PPI: -6%

What do the screens show for `COc1ccccc1NC(=O)CSc1nnc(Cc2cccn2C)n1CCc1ccccc1`?
GAA glycogen: 5%; GAA spleen mod: -2%; GAA inhib: -4%; TR SRC2 fluor cs: -3%; GoLoco inh red: 17%; RECQ1 inh: inactive; TRb SRC2 PPI: -10%; L3MBTL1 inh: -18%

How did CCOc1ccc(NC(=O)CN(C)c2ccc(S(=O)(=O)N(C(C)C)C(C)C)cn2)cc1OCC do in these assays?
GAA glycogen: -9%; GAA spleen mod: 1%; GAA inhib: inconclusive; TR SRC2 fluor cs: 2%; GoLoco inh red: 1%; RECQ1 inh: inactive; TRb SRC2 PPI: 0%

What do the screens show for `NC(=O)SC/C(=N\S(=O)(=O)c1ccccc1)Nc1ccccc1`?
GAA glycogen: 1%; GAA spleen mod: -20%; GAA inhib: -8%; TR SRC2 fluor cs: 2%; GoLoco inh red: -5%; RECQ1 inh: inactive; TRb SRC2 PPI: -11%; L3MBTL1 inh: 1%

What do the screens show for `Cc1ccc(NC(=O)/C(=C/c2cccc([N+](=O)[O-])c2)NC(=O)C2CCCCC2)c(C)c1`?
GAA glycogen: 11%; GAA spleen mod: -7%; GAA inhib: -3%; TR SRC2 fluor cs: -3%; GoLoco inh red: -10%; RECQ1 inh: inactive; TRb SRC2 PPI: -2%; L3MBTL1 inh: 48%[activator]

What do the screens show for `C[C@H]1C=CC(=O)O[C@H]1c1ccccc1`?
GAA spleen mod: -6%; TR SRC2 fluor cs: -1%; RECQ1 inh: inactive; TRb SRC2 PPI: -1%

Arranged by length of the SMILES (rising): four of the compounds above
What do the screens show for `COc1cccc(NC(=O)CSCC(=O)Nc2ccccc2)c1`?
GAA glycogen: 3%; GAA spleen mod: 2%; GAA inhib: -8%; TR SRC2 fluor cs: -5%; GoLoco inh red: 2%; RECQ1 inh: 8%; TRb SRC2 PPI: -1%

What do the screens show for `NC(=O)SC/C(=N\S(=O)(=O)c1ccccc1)Nc1ccccc1`?
GAA glycogen: 1%; GAA spleen mod: -20%; GAA inhib: -8%; TR SRC2 fluor cs: 2%; GoLoco inh red: -5%; RECQ1 inh: inactive; TRb SRC2 PPI: -11%; L3MBTL1 inh: 1%

What do the screens show for `COc1ccccc1NC(=O)CSc1nnc(Cc2cccn2C)n1CCc1ccccc1`?
GAA glycogen: 5%; GAA spleen mod: -2%; GAA inhib: -4%; TR SRC2 fluor cs: -3%; GoLoco inh red: 17%; RECQ1 inh: inactive; TRb SRC2 PPI: -10%; L3MBTL1 inh: -18%

What do the screens show for `CN(Cc1ccccn1)C(=O)CC1C(=O)NCCN1Cc1cccc(Oc2ccccc2)c1` (stereo unspecified)?
GAA glycogen: -4%; GAA spleen mod: -12%; GAA inhib: 16%; TR SRC2 fluor cs: 0%[53 µM]; GoLoco inh red: 4%; RECQ1 inh: -9%; TRb SRC2 PPI: -3%[53 µM]; L3MBTL1 inh: -9%
